Bim-Bcl-W = inhibitors of Bim binding to Bcl-W, primary screen, biochemical, multiplexed, bead-based flow cytometry. Bcl-2-like protein 2 (Homo sapiens), Q92843. Bim peptide-Bcl-W binding. inhibition, % at 10 µM. 190,000 tested, 0.02% active;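 also: 0% = bound tracer without compound and 100% = peptide blocker; higher means less fluorescent Bim peptide bound to Bcl-W beads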
ABCB1 block = ABCB1 efflux pump inhibitors, primary screen, cell-based, multiplex, flow cytometry, ABCG2 counter-screen | ATP-dependent translocase ABCB1 (Homo sapiens), P08183 | CCRF-Adr cells, JC-1 efflux | inhibition, % at 6.6 µM | 190,000 tested, 0.067% active; in the data active = inhibition above about 40%;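 also: 0% = vehicle and 100% = reference inhibitor; higher value means more JC-1 retained so stronger ABCB1 efflux block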
Bcl-B Bim block = inhibitors of Bim-Bcl-B binding, primary screen, biochemical, multiplexed, human Bcl-2 family; bead-based flow cytometry, Bim peptide-Bcl-B binding; inhibition, % at 10 µM; 190,000 tested, 0.073% active; Bcl-2-like protein 10 (Homo sapiens), Q9HD36;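 also: 0% = tracer peptide without compound and 100% = reference inhibitor peptide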
GSH bead fluor = compound fluorescence on glutathione beads, profiling panel, artefact control, biophysical, 488/530 nm, flow cytometry; fluorescence (KMESF) at 10 µM; GSH beads flow cytometry, compound fluorescence 488/530 nm; stronger effect = higher value; 190,000 tested, 0.25% active; in the data active = fluorescence above about 89;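 also: glutathione beads carrying GST-tagged Bcl family fusion proteins plus one bare bead set; values are compound well signal with DMSO vehicle wells as background; inactives centre near 16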
Bcl-2 Bim block = inhibitors of Bim-Bcl-2 binding, primary screen, biochemical, multiplexed, human Bcl-2 family; Bead-based flow cytometry, Bim peptide-Bcl-2 binding; inhibition, % at 10 µM; 190,000 tested, 0.06% active; AID 950, 2007; in the data active = inhibition above about 40%;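 also: 0% = no compound wells with probe peptide and 100% = reference peptide inhibitor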
Target sequence (P10415 whole entry, looked up): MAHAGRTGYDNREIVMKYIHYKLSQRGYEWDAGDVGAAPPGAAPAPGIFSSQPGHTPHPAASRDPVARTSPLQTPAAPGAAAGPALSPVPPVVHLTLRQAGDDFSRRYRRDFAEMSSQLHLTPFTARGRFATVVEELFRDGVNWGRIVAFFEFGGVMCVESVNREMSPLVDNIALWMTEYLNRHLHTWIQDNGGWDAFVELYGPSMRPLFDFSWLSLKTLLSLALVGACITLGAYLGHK
Bim-Bfl-1 = inhibitors of Bim binding to Bfl-1, primary screen, biochemical, multiplexed, bead-based flow cytometry. Bcl-2-related protein A1 (Homo sapiens), Q16548. Bim-Bfl-1 binding inhibition. inhibition, % at 10 µM. 190,000 tested, 0.12% active;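 also: 0% = wells without compound plus tracer and 100% = blocker peptide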
RGS8-Gao reg = RGS8-Galphao binding modulators, primary screen, biochemical, multiplexed bead flow cytometry | actives lie on both sides | response (percent of control binding), % at 10 µM | Guanine nucleotide-binding protein G(o) subunit alpha (Homo sapiens), P09471 | 220,000 tested, 0.34% active; in the data active = response below about 60% or above about 140%; inactive = in between;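 also: Galphao activated as the GDP aluminium fluoride complex binding bead-coupled RGS8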
Target sequence (P09471 whole entry, looked up): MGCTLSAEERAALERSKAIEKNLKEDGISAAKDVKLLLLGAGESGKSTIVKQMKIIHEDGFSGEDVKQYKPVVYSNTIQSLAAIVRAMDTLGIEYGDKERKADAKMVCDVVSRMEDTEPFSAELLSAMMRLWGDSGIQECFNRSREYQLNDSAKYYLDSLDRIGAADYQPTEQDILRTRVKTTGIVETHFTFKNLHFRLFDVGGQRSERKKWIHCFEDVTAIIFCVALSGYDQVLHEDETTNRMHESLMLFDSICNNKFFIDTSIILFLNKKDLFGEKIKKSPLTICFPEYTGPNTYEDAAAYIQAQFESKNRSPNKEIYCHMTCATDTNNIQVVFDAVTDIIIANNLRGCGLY
RGS7-Gao = RGS7-Galphao binding modulators, primary screen, biochemical, multiplexed bead flow cytometry | Guanine nucleotide-binding protein G(o) subunit alpha (Homo sapiens), P09471 | actives lie on both sides | binding response (% of control), % at 10 µM | 220,000 tested, 0.35% active | AID 1439, 2008; in the data active = binding response below about 49% or above about 150%;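 also: fluorescent Galphao held in activated GDP-AlF4 state binding bead-coupled RGS7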
RGS4-Gao reg = modulators of RGS4 binding to Galphao, primary screen, biochemical, multiplexed bead flow cytometry | Guanine nucleotide-binding protein G(o) subunit alpha (Homo sapiens), P09471 | actives lie on both sides | binding response (% of control), % at 10 µM | 220,000 tested, 0.33% active | AID 1415, 2008; in the data active = binding response below about 49% or above about 150%; inactive = in between;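 also: fluorescent Galphao activated with aluminum fluoride binding bead-coupled RGS4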
Bcl-XL Bim block = inhibitors of Bim-Bcl-XL binding, primary screen, biochemical, multiplexed, bead flow cytometry, human Bcl-XL; Bcl-2-like protein 1 (Homo sapiens), Q07817; inhibition, % at 10 µM; 190,000 tested, 0.04% active; Bim peptide-Bcl-XL binding, fluorescence
ABCG2 block = ABCG2 efflux pump inhibitors, primary screen, multiplex with ABCB1, IgMXP3 cells, flow cytometry; Broad substrate specificity ATP-binding cassette transporter ABCG2 (Homo sapiens), Q9UNQ0; JC-1 efflux; inhibition, % at 6.6 µM; 190,000 tested, 0.1% active;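 active = inhibition above 80%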;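 also: 0% = DMSO and 100% = nicardipine control wells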
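Test system: IgMXP3 cells (ABCG2) mixed with DDAO far-red-labelled CCRF-Adr cells (ABCB1). Reagent: JC-1 transporter substrate. Compound dosing: single test compound dose, 6.6 µM final. Times: 10 min compound exposure, 25 °C. Detection: flow cytometry of retained JC-1 fluorescence. Read-out basis: efflux inhibition in percent versus controls. Controls: nicardipine and DMSO wells.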
Active calls of the source: *. Rule as the data show it, unless noted: active = inhibition above about 40%.

item	SMILES	Bim-Bcl-W	ABCB1 block	Bcl-B Bim block	GSH bead fluor	Bcl-2 Bim block	Bim-Bfl-1	RGS8-Gao reg	RGS7-Gao	RGS4-Gao reg	Bcl-XL Bim block	ABCG2 block
1	Cc1ccc(C(C(=O)NC(C)(C)C)N(Cc2cccnc2)C(=O)C(=O)NC2CCCCC2)o1 (stereo not drawn)	-1	0.5	-7	17	-3	-8	104	102	100	-1	1
2	Cc1cccc(C(=O)NC(=S)N2CCN(C)CC2)c1	-1	0.2	-1	15	-1	-1	103	106	103	0	1
3	O=C(NCCOc1ccccc1)C(c1ccccc1)c1ccccc1	-3	0.3	-5	18	-5	-2	101	101	102	-2	0
4	Cc1cc(C)n(Cc2ccc(C(=O)NCc3ccco3)o2)n1	0	0.3	-11	35	-6	-12	103	102	101	-3	0
5	O=C(NCc1ccncc1)Nc1ccccc1F	0	0.1	-3	11	1	0	101	99	98	-1	-1
6	CN(CCCN1CCCCC1)C(=O)CCc1nnc(C2CCCCC2)o1	0	0.4	-4	16	-2	-7	103	101	101	-1	1
7	COCCn1c(C)cc(C(=O)CSc2nncn2-c2ccccc2)c1C	-3	0.9	-8	38	-11	-19	101	113	105	-7	57
8	CN(CC(=O)Nc1ccc(S(=O)(=O)N(C)C)cc1)Cc1ccc(C(F)(F)F)cc1	-4	1.7	-1	20	0	-4	100	89	92	0	7
9	Cc1ccc(C(c2nnnn2Cc2cccs2)N2CCN(C(=O)c3ccco3)CC2)cc1 (stereo not drawn)	4	2.2	-7	42	-5	-8	96	99	100	7	2
10	CCCSc1cc(=O)n(-c2ccc(F)cc2)nc1C(=O)OCC	-1	-0.1	1	11	-1	-4	101	101	103	4	2
11	c1ccc(C(CN2CCOCC2)c2ccccc2)cc1	-3	0.2	-3	71	-2	-6	100	102	97	-4	0
12	CCOc1ccc(S(=O)(=O)NC2CCCCCC2)cc1	2	0.6	0	23	-4	-5	50*	35*	46*	0	2
13	CC(C)C(=O)NC(=S)NCC(=O)c1ccccc1	-5	-0.8	-11	33	-11	-14	101	102	103	-6	8
14	Cc1cccc(N2C(=O)C(Cc3ccccc3)NC2=S)c1 (stereo not drawn)	-10	0.1	-12	12	-10	-6	102	104	102	-8	2
15	COc1ccc(CC(=O)Nc2nc(C)cs2)cc1OC	0	0.2	-6	57	-7	-9	99	99	97	-6	1
16	COCCN(C(=O)C1CCCC1)c1c(N)n(Cc2ccccc2)c(=O)[nH]c1=O	0	2.6	-2	26	0	-5	100	101	97	0	9
17	CC(=O)Nn1c(-c2ccccc2)cc2ccccc21	-1	0.7	-4	16	0	0	104	107	103	-1	2
18	CC1(c2ccc([N+](=O)[O-])c(CS(=O)(=O)c3ccccc3)c2)OCCO1	0	0.4	-7	10	-3	-8	108	102	107	-4	4
19	CSc1cccc(NC(=O)c2cnccn2)c1	-3	-0.1	-10	27	-11	-11	104	100	101	-12	15
20	Cc1ccc(NC(=O)CCn2nnc3ccccc32)c(C)c1	-2	-0.3	-2	15	0	-4	98	98	96	2	8
21	O=C(N/N=C/c1cccnc1)c1cc2c(ccc3ccccc32)o1	28	0.3	-9	39	-5	-5	101	93	97	-7	0
22	O=C(Cc1ccccc1)NN1C(=O)/C(=C/c2ccccc2C(=O)O)SC1=S	0	-0.6	0	10	-2	-3	109	111	109	-1	6
23	NC(=O)C1CCN(S(=O)(=O)c2cccc(S(=O)(=O)N3CCCCC3)c2)CC1	2	-3.1	1	19	0	5	102	102	101	0	-4

Of the compounds above, these have an aryl thioether with sulfur outside any ring.
item	SMILES	Bim-Bcl-W	ABCB1 block	Bcl-B Bim block	GSH bead fluor	Bcl-2 Bim block	Bim-Bfl-1	RGS8-Gao reg	RGS7-Gao	RGS4-Gao reg	Bcl-XL Bim block	ABCG2 block
7	COCCn1c(C)cc(C(=O)CSc2nncn2-c2ccccc2)c1C	-3	0.9	-8	38	-11	-19	101	113	105	-7	57
10	CCCSc1cc(=O)n(-c2ccc(F)cc2)nc1C(=O)OCC	-1	-0.1	1	11	-1	-4	101	101	103	4	2
19	CSc1cccc(NC(=O)c2cnccn2)c1	-3	-0.1	-10	27	-11	-11	104	100	101	-12	15

Part of the list above, with values under each structure.
Order of results: Bim-Bcl-W	ABCB1 block	Bcl-B Bim block	GSH bead fluor	Bcl-2 Bim block	Bim-Bfl-1	RGS8-Gao reg	RGS7-Gao	RGS4-Gao reg	Bcl-XL Bim block	ABCG2 block
#21 O=C(N/N=C/c1cccnc1)c1cc2c(ccc3ccccc32)o1
→ 28	0.3	-9	39	-5	-5	101	93	97	-7	0
#22 O=C(Cc1ccccc1)NN1C(=O)/C(=C/c2ccccc2C(=O)O)SC1=S
→ 0	-0.6	0	10	-2	-3	109	111	109	-1	6

Screening data (PubChem)
